Screens: PubChem BioAssay, several laboratories
hcDAF12 agonist – activates DAF-12 receptor from parasite H. contortus; 370,000 compounds, 1.4% hits; HEK293 hcDAF-12 lit1-tk-luc reporter, luminescence; 0% DMSO, 100% Δ7-dafachronic acid; activation, % at 6.8 µM;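 active = activation above the mean of all tested compounds plus 3 SD, cut at about 5.5% in these data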;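 also: 100% = response to 3 µM Δ7-dafachronic acid high control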
GAA850 FXN act – frataxin GAA850 promoter activation. HEK293 lucGAA850 FXN promoter luciferase reporter, 24 h; percent of 10 µM SAHA response. activation, % at 6 µM. 360,000 compounds, 0.56% hits. AID 540364;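 active = activation above the average of all compounds screened plus 3 SD, cutoff fixed separately per campaign, cut at about 7.5% in these data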;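 also: 0% = DMSO wells and 100% = 10 µM SAHA wells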
DAX1 inh-1 – NR0B1 (DAX1) inhibition; HEK293 Gal4-DAX1 luciferase reporter, luminescence; inhibition, % at 6.75 µM; 340,000 compounds, 0.99% hits; AID 504766;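 active = inhibition above the mean over all tested compounds plus 3 SD, cut at about 4.2% in these data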;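 also: 0% = DAX1-transfected cells with DMSO and 100% = empty-vector control cells with DMSO; inhibition shows as a rise in luminescence from relieved DAX1 repression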
DAX1 inh-2 – blocks DAX1 repression of SF-1 activated StAR promoter; HEK293T StAR-luciferase reporter, SF-1/DAX-1 repression relief; inhibition, % at 6.8 µM; 370,000 compounds, 1.1% hits; AID 652010;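 active = inhibition above the mean over all tested compounds plus 3 SD, cut at about 3.6% in these data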;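 also: 0% = DAX-1 cells with DMSO and 100% = cells lacking DAX-1 with DMSO; higher inhibition means more luminescence from relief of DAX-1 repression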
ADAM10 inh – inhibits human ADAM10; O14672; recombinant ADAM10, EDANS/DABCYL FRET peptide cleavage, 3 h; inhibition, % at 7 µM; 370,000 compounds, 0.62% hits;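 active = inhibition above a per-campaign cutoff equal to the mean of compounds falling between control-based bounds plus 3 SD, cut at about 20% in these data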;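 also: 0% = DMSO wells while the 100% control is not disclosed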
Target sequence (O14672 214-748 limits assumed): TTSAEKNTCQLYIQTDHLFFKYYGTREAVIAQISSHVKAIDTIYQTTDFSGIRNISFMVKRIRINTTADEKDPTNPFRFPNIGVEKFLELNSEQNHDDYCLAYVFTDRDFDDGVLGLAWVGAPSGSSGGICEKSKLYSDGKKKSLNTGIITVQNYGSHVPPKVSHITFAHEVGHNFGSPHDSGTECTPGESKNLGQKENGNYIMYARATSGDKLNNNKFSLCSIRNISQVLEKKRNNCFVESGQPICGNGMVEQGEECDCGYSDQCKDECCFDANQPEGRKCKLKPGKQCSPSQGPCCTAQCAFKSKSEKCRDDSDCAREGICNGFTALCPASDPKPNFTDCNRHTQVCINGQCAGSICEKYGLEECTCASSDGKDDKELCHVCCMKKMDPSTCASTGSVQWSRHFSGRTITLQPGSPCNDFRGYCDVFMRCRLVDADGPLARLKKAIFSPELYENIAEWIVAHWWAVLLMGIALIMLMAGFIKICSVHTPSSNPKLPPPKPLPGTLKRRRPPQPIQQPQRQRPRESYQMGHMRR
sPLA2-III inh – Blocks human group III sPLA2 activity | QFRET BODIPY PC-A2 liposome hydrolysis, fluorescence | 370,000 compounds, 0.56% hits | inhibition, % at 12.2 µM | Q9NZ20;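 active = inhibition above mean plus 3 SD of compounds lying within the high and low control bounds, cut at about 19% in these data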;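 also: 0% = median of test compound wells and 100% = no enzyme DMSO wells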
Target sequence (Q9NZ20 whole entry, looked up): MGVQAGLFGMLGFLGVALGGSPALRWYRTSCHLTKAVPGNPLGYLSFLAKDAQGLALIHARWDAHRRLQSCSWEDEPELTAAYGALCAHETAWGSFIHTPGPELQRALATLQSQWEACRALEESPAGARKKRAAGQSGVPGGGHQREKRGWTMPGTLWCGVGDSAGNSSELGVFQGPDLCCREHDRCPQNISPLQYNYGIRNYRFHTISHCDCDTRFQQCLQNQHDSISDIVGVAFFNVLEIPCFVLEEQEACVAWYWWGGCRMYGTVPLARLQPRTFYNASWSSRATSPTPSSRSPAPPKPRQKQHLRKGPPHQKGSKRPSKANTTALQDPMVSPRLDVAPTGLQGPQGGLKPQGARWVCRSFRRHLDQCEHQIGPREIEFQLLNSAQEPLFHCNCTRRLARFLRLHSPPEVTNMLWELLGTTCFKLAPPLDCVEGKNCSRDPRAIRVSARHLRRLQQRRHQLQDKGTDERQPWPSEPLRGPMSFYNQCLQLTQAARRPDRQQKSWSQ
ssDAF12 agonist – activators of S. stercoralis DAF-12 nuclear receptor; HEK293 ssDAF-12/GRIP1 lit1-tk-luc reporter, luminescence; % of 3 µM dafachronic acid response; activation, % at 6.8 µM; 370,000 compounds, 1% hits; AID 652126;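 active = activation above the mean over all tested compounds plus 3 SD, cut at about 0.9% in these data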;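 also: 0% = DMSO-only wells and 100% = 3 µM delta7-dafachronic acid wells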
hgDAF12 agonist – hgDAF-12 agonism, primary luciferase screen | 370,000 compounds, 1.8% hits | activation, % at 6.8 µM | HEK293 GAL4-hgDAF12 UAS-luciferase reporter, agonist luminescence; normalized to butyrate control;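 active = activation above a cutoff set at the mean of all screened compounds plus 3 SD, cut at about 10% in these data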;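 also: 0% = DMSO wells and 100% = sodium butyrate wells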
SMARCA2 act – SMARCA2 function activation, primary screen | activation, % at 9.1 µM | 370,000 compounds, 1% hits | MG213 cells, MMTV-luciferase reporter, dexamethasone, overnight; in the data active = activation above about 7.8%;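 also: 0% = vehicle wells and 100% = reference activator wells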
NPR2 activator – GC-B (human) receptor activation; P20594; HEK293-GC-B cells, CNP EC30, cGMP TR-FRET; 0% at EC30 CNP, 100% saturating CNP; activation, % at 10 µM; 370,000 compounds, 0.11% hits; AID 1920062;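 active = activation at 10 µM reaching about 35% in either raw or pattern-adjusted values, limit read from the data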
NPR1 activator – GC-A (human) enzyme activation. P16066. 370,000 compounds, 0.14% hits. activation, % at 10 µM. HEK293 GC-A cells, cGMP TR-FRET, EC30 ANP; 0% at EC30 ANP, 100% saturating ANP; in the data active = activation above about 40%
* = called active by the depositor; nt = not tested or not shown. Compounds were not picked by outcome; overall some 6.6% were active at least once.

SMILES	hcDAF12 agonist	GAA850 FXN act	DAX1 inh-1	DAX1 inh-2	ADAM10 inh	sPLA2-III inh	ssDAF12 agonist	hgDAF12 agonist	SMARCA2 act	NPR2 activator	NPR1 activator
O=C(Oc1c(-c2ccco2)oc2ccccc2c1=O)c1cccnc1	-1.3	-0.7	0.0	1.5	-273	7	-2.4	-0.5	-2	2	0
CC(C)CC(NC(N)=O)C(=O)Nc1cccc([N+](=O)[O-])c1 (stereo not given)	-0.8	2.7	-1.1	-0.1	3	4	-1.7	-4.2	-2	2	0
Cc1cc(NC(=O)C2C3C(=O)N(Cc4ccc(Cl)cc4)C(C(=O)NCc4ccccc4)C34C=CC2(C)O4)no1 (stereo not given)	0.1	-1.1	-0.1	-0.6	10	-8	-1.6	-1.2	-1	5	-8
Cc1ccc(OCC(=O)NCc2ccccn2)c(Br)c1	1.2	2.4	0.9	1.7	6	-2	-0.1	7.1	2	-5	-3
C/C(=N\Nc1nncc2ccccc12)c1cccc(OC(F)F)c1	6.1*	2.4	-2.2	1.9	0	-1	0.6	18*	4	-6	-7
O=C(C1CCC(CNS(=O)(=O)c2ccccc2)CC1)N1CCOCC1 (stereo not given)	-0.1	0.9	1.2	-0.5	1	-4	-0.7	-1.4	-3	-3	-2
O=C(NCc1ccccn1)c1ccc(Cl)c(NC2=NC3CS(=O)(=O)CC3S2)c1 (stereo not given)	-2.4	1.4	0.5	-1.7	-2	2	-1.1	2.6	2	6	-1
CC(C)CN1CCC1(C)C(=O)Nc1ccc(OC(F)F)cc1 (stereo not given)	-1.9	0.8	nt	0.0	2	5	-1.3	-1.7	-1	5	5
COc1ccc(/C=N/Nc2nnc(C)n2N)cc1OC(C)=O	0.8	-0.4	-1.7	-1.3	9	1	-0.9	-8.1	8	-2	-2
Cc1cc(NC(=O)Cn2c(=O)c3c(ncn3CC(C)C)n(Cc3ccccc3)c2=O)no1	-0.3	-1.6	-1.4	0.3	-5	4	-1.1	-0.9	-4	22	16
Cc1cc(N2CCC(C(=O)N3CCN(c4cccc(C)c4C)CC3)CC2)n2ncnc2n1	-3.1	0.7	-2.2	-2.6	-6	5	-2.7	-3.4	-5	5	-5
Cc1ccc(N(CC(=O)NC(C)c2ccccc2)S(=O)(=O)c2cccs2)cc1 (stereo not given)	-0.3	1.2	1.2	0.6	2	-2	-1.6	-1.7	-2	-1	-7
Cc1ccc(-n2c(SCC(=O)Nc3cccc4ccccc34)nnc2-c2ccccc2)cc1	-0.5	nt	nt	-0.6	-2	-3	-0.3	0.7	-5	-12	-10
COc1ccc(Cn2cnc3c(N)c(C)c(C)cc32)cc1	-1.0	1.6	0.8	-1.0	8	7	-0.5	-3.5	3	4	1
Cc1ccc(-c2c(NC(=O)c3ccco3)oc3ccccc3c2=O)cc1	-1.1	3.2	-0.2	-0.1	3	8	-0.8	-0.6	1	3	5
Cc1cccc(NC(=O)N2CCN(Cc3ccc4c(c3)OCO4)CC2)c1C	0.0	0.1	-0.7	-0.1	7	2	-1.4	-1.3	-3	8	2
CCOC(=O)C1CCCN(C(=O)C2COc3ccccc3O2)C1 (stereo not given)	-0.8	-1.0	0.9	-0.5	-7	7	-1.7	-2.8	2	4	3
O=C(NCc1ccccc1)C1=C[C@H](c2csc3ccccc23)C[C@H](OCCCCO)O1	-0.6	-0.9	-0.9	-0.6	-13	-7	-0.6	-2.7	-1	-3	-2
COCc1c(C(=O)N(C)Cc2ccccc2N2CCCC2)oc2ccccc12	0.1	0.1	0.9	0.8	6	3	-1.5	1.6	0	-3	-9
CCOC(=O)c1ccc(N=c2scc(C)n2CC)cc1	0.8	5.6	0.1	2.0	-6	6	-1.0	6.4	7.8*	1	3
COc1ccc(C(=O)Nc2ccnn2C2CCN(C(=O)CCC(F)(F)F)CC2)cc1	4.7	0.2	-0.2	5.7*	0	3	-1.0	8.6	1	6	2
O=C(CSc1nnc(NC(=O)C2CC2)s1)NCc1ccccc1	1.3	1.8	-1.9	-0.1	-6	2	-0.9	2.8	-2	2	6
CC(=O)Nc1ccc(S(=O)(=O)N2CCN(c3ccc(C(C)=O)cc3)CC2)cc1	-1.8	-0.3	nt	-3.3	-22	4	-1.6	-3.0	-7	0	-7
COc1ccc(CCC(=O)Nc2cccc(S(=O)(=O)N3CCCCCC3)c2)cc1OC	-3.7	-0.9	-0.4	-3.9	9	-7	-1.8	-4.0	-2	5	-4

Looked up by compound from above:
SMILES	hcDAF12 agonist	GAA850 FXN act	DAX1 inh-1	DAX1 inh-2	ADAM10 inh	sPLA2-III inh	ssDAF12 agonist	hgDAF12 agonist	SMARCA2 act	NPR2 activator	NPR1 activator
COCc1c(C(=O)N(C)Cc2ccccc2N2CCCC2)oc2ccccc12	0.1	0.1	0.9	0.8	6	3	-1.5	1.6	0	-3	-9
O=C(Oc1c(-c2ccco2)oc2ccccc2c1=O)c1cccnc1	-1.3	-0.7	0.0	1.5	-273	7	-2.4	-0.5	-2	2	0

(list continues)
SMILES	hcDAF12 agonist	GAA850 FXN act	DAX1 inh-1	DAX1 inh-2	ADAM10 inh	sPLA2-III inh	ssDAF12 agonist	hgDAF12 agonist	SMARCA2 act	NPR2 activator	NPR1 activator
O=C(COC(=O)c1cc(S(=O)(=O)N2CCOCC2)ccc1O)Nc1cc(S(=O)(=O)N2CCCC2)ccc1Cl	0.0	-1.5	1.8	0.5	-2	2	-1.2	1.3	-6	-4	-2
O=C(COc1ccc2c3c(c(=O)oc2c1)CCC3)N1CCCCC1	-0.9	3.5	-0.7	-0.4	-180	2	-0.3	5.9	4	-9	0
Cc1cccc2nc(CSCc3ccco3)cn12	5.1	2.0	0.0	1.4	-1	-3	-0.7	7.7	4	1	-2
O=S(=O)(NCc1ccc(F)cc1)c1cccc(S(=O)(=O)N2CCOCC2)c1	-0.9	-1.8	-1.0	0.2	0	-10	-0.9	-1.0	-2	1	-1
Cc1ccc(S(=O)(=O)/N=C(/NNC(=O)c2cccc(Cl)c2)c2ccccc2)cc1	4.9	6.2	1.1	2.5	11	6	0.9	14*	5	-4	-5
COc1ccc(C(C)(C)C)cc1NC(=O)CCCN1C(=O)NC(C)(C)C1=O	-0.9	1.1	-0.7	0.1	-3	2	-1.2	-0.8	-1	5	0
Cc1cccc(S(=O)(=O)NC(=O)C2(C)CCN2C(=O)C/C=C/c2ccccc2)c1 (stereo not given)	-0.2	-1.8	nt	-0.3	-12	6	-0.9	0.8	-3	0	5
CC(NC(=O)c1ccc(Br)cc1)c1ccc2c(c1)CCCC2 (stereo not given)	-1.5	0.9	-0.1	-0.6	1	4	-0.8	-1.6	-2	8	1
CN(Cc1ccccc1)C(=O)c1ncn2c1C(=O)N(C)CC2	0.3	1.0	1.6	-0.3	-8	8	-0.8	-1.5	-1	-3	-2
COc1cc(C)c(C(=O)Oc2cc(C)c(C(=O)O)c(O)c2C)c(O)c1C	4.0	-5.2	0.7	-3.3	10	-60	-0.9	3.9	2	-2	2
COc1ccccc1S(=O)(=O)N[C@@H]1CC[C@@H](CCn2cc(C3CC3)nn2)O[C@@H]1CO	2.3	nt	nt	-0.6	-14	8	-0.2	-0.9	-3	9	2
CCCCN(C(=O)c1cc(S(=O)(=O)N2CCOCC2)ccc1N1CCOCC1)c1ccccc1	1.1	-0.8	-0.1	-1.0	0	-2	-0.6	-2.6	-3	-4	-6
Cc1cc(Cl)ccc1NNC(=O)CCc1ccccc1	-1.2	0.0	0.1	0.5	7	4	-0.8	0.4	2	-4	-2
CCOC(=O)C1=C(C)OC(N)=C(C(=O)OCC)C1c1cccnc1 (stereo not given)	0.8	3.0	0.1	0.2	-3	2	-0.6	2.4	-3	-3	-5
CC1(Cc2ccc(F)cc2)C(=O)Nc2ccc(-c3cccnc3)cc21 (stereo not given)	-2.2	-2.4	nt	-1.8	0	5	-1.9	1.2	-6	-8	-15
O=C(NCCCNC(=O)c1ccccn1)c1ccc(Br)cc1	-0.8	0.1	0.5	0.5	2	-6	-1.1	-1.1	-1	-4	-5
O=C(Cc1csc(Nc2nc(=S)[nH]c3ccccc23)n1)NCc1cccc(Cl)c1	6.5*	2.0	0.2	-0.7	-7	-6	0.7	0.0	1	1	-1
CC1(c2ccc(OC(F)F)cc2)NC(=O)N(CC(=O)Nc2ccc(N3CCCCC3)cc2)C1=O (stereo not given)	-1.5	0.9	1.4	0.2	-6	4	-0.8	-1.1	-3	-1	6
COc1cccc(Nc2nc(C(N)C3CCCCC3)cs2)n1 (stereo not given)	-3.7	-2.8	nt	0.2	-6	3	-1.9	2.2	-3	4	-4
Cc1cccc(NC(=O)CCNC(=O)c2ccco2)c1	0.7	0.2	0.1	0.2	5	-1	-0.7	-0.3	0	1	3
CCCOc1cc(CN2CCCCC2)cc(C(C)=O)c1	2.5	2.7	-0.5	0.1	3	-3	-0.2	0.3	-2	-4	1
Clc1ccc(-n2cccc2CN2CCc3c([nH]c4ccccc34)C2c2ccccn2)nc1 (stereo not given)	0.6	1.4	0.9	-0.7	-3	-7	-1.4	2.2	-2	-7	-21
COc1ccc(OC)c(S(=O)(=O)N2CCC(C(=O)NC3CC3)CC2)c1	0.1	-0.3	-0.7	-0.1	-4	4	-1.0	-0.8	-1	4	2
Cc1cc(C)n(-c2ccc(C(=O)N3CCN(S(=O)(=O)c4ccc(C(C)C)cc4)CC3)cc2)n1	-1.0	1.2	0.0	0.0	7	-10	0.0	-2.4	0	-5	1
O=C(c1ccc(F)cc1)N1CCN(c2cc(N3CCCCC3)c(F)cc2[N+](=O)[O-])CC1	-1.2	-1.7	-1.1	-0.4	-1	3	-1.5	-0.7	3	-4	0
CC(C)CCOc1ccc(C(=O)NN2C(=O)NC3(CCCCC3)C2=O)cc1	-1.4	1.1	-1.5	0.3	1	-4	-0.9	-0.4	-1	1	6
Cc1ccc(CNC(=O)CSCc2ccccc2F)cc1	-1.2	0.4	1.0	1.9	2	1	-0.8	13*	1	2	0
CC1=C(/C=C/C(C)=N\NC(=O)c2ccncc2)C(C)(C)CCC1	-1.4	3.7	0.5	0.6	-3	-3	-1.7	-1.5	-2	-5	-6
COc1ccc(NC(=O)C2CCN(S(=O)(=O)c3cccc4cccnc34)CC2)cc1OC	0.1	1.0	0.9	0.8	0	-3	-1.5	-0.6	-1	-2	-1
CCOC(=O)C1=C(C)NC(C)=C(C(=O)OCC)C1c1sccc1C	-1.4	-4.1	-0.8	-1.6	-32	1	-1.4	0.8	-2	-13	-27
COC(=O)Nc1ccc(S(=O)(=O)N2CCCC(C(=O)NC3CCS(=O)(=O)C3)C2)cc1 (stereo not given)	1.4	-0.3	-1.3	-0.8	3	13	-1.1	0.7	-3	2	-2
Cc1nc2ccc(NS(=O)(=O)c3ccccc3F)cc2s1	-1.5	0.3	-0.5	-2.1	-9	9	-1.7	-0.5	-2	-3	0
CCOC(=O)N1CCN(S(=O)(=O)N2CCCC(C(=O)NCc3ccc(C)cc3)C2)CC1 (stereo not given)	-1.8	0.8	-0.1	0.3	1	5	-0.9	-0.3	-3	0	0
